KLK5 inh – blocks human kallikrein 5 protease activity | 210,000 compounds, 0.59% hits | inhibition, % at 5 µM | recombinant hK5, fluorogenic AMC substrate cleavage | AID 873;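 active = inhibition of 40% or more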;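 also: 0% = enzyme controls without compound and 100% = no-enzyme blanks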
Target sequence (Q9Y337 67-293 limits assumed): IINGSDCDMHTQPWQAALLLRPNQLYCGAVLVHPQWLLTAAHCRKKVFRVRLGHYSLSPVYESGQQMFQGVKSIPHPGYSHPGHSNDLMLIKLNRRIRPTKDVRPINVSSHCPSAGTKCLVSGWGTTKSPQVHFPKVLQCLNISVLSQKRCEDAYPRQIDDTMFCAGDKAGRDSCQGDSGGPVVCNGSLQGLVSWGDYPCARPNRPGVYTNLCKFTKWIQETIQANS
Wee1 stabilizer – human Wee1 degradation inhibition, primary screen; HeLa Luc-Wee1K328M stability, luciferase luminescence; 100% = proteasome inhibitor MG132 effect; reporter increase, % at 5 µM; 220,000 compounds, 1.2% hits; P30291;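 active = activation above the mean of all tested compounds plus 3 SD, set per screening run, cut at about 8.8% in these data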;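 also: cells exposed to compound for 20 h before luminescence read; 0% = DMSO alone and 100% = MG132 at 30 µM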
FXIIa inh 1536 – factor XIIa (human) inhibition; inhibition, % at 5 µM; 220,000 compounds, 0.3% hits; P00748; AID 800; purified FXIIa, Boc-QGR-AMC fluorogenic substrate, 2 h; in the data active = inhibition above about 40%;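 also: 0% = enzyme with no compound and 100% = blank without enzyme; many of its hits are not listed in these tables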
14-3-3 Bad PPI – disrupts binding of bovine 14-3-3 zeta to phospho-Bad peptide; P63103; TR-FRET 14-3-3zeta/Dy647-pBad peptide displacement, 1 h; inhibition, % at 21.7 µM; 220,000 compounds, 0.71% hits;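 active = inhibition above about 70%, limit read from the data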;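 also: 0% = full 14-3-3 plus peptide FRET controls and 100% = background without 14-3-3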
Runt-CBFb FRET – Runt domain-CBFb interaction inhibition | inhibition, % at 20 µM | 220,000 compounds, 0.46% hits | AID 1496 | Cerulean-Runt/Venus-CBFb FRET ratio 530/480, 1 h | Q01196+Q13951;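 active = inhibition over about 50% at 20 µM in the single-dose screen, limit read from the data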;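 also: 0% = DMSO wells and 100% = excess unlabeled CBFb competitor control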
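Measured by: fluorescence energy transfer, 422 nm excitation, 530/480 nm emission; Assay system: Cerulean-Runt domain; Medium: Tris pH 7.5 buffer with BSA; Measure: loss of energy transfer signal; Controls: 5 µM unlabeled CBFb as full-inhibition high control; Incubation: protein complex preformed 1 h, compound exposure 1 h, room temperature, dark.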
Thrombin inh – blocks human thrombin protease activity | P00734 | AID 1046 | inhibition, % at 5 µM | alpha-thrombin, Boc-VPR-AMC fluorogenic substrate cleavage | 220,000 compounds, 0.26% hits;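 active = inhibition at or above 40%; inactive = inhibition below 40%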;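 also: 0% = enzyme with no compound and 100% = wells without enzyme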
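System – human alpha-thrombin · Medium – pH 7.5 Tris (50 mM) with NaCl 150 mM, Tween 20 0.05% · Compound – single-point dosing at 5 µM, 0.2% DMSO · Incubation – enzyme reaction carried out at room temperature · Technique – fluorescence of released AMC, ex 355 nm, em 460 nm · Read-out basis – % inhibition of thrombin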
FXIa inh – factor XIa (human) inhibition; purified FXIa, Boc-Glu-Ala-Arg-AMC fluorogenic substrate; inhibition, % at 5 µM; 220,000 compounds, 0.14% hits;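 active = inhibition of at least 40%; inactive = inhibition below 40%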;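 also: fluorescence of freed AMC excited at 355 nm; 0% = enzyme without compound and 100% = no enzyme blank; many of its hits are not listed in these tables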
Target sequence (P03951 19-387 limits assumed): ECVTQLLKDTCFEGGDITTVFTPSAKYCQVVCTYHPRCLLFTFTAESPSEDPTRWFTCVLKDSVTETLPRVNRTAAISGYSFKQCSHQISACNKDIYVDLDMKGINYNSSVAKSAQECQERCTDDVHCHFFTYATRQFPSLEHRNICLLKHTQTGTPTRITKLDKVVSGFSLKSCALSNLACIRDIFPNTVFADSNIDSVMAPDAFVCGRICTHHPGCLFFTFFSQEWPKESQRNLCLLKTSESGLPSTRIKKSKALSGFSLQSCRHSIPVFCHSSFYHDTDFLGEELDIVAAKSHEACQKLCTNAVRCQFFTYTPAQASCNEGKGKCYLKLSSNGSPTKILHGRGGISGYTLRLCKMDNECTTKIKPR
Target sequence (P03951 388-625 limits assumed): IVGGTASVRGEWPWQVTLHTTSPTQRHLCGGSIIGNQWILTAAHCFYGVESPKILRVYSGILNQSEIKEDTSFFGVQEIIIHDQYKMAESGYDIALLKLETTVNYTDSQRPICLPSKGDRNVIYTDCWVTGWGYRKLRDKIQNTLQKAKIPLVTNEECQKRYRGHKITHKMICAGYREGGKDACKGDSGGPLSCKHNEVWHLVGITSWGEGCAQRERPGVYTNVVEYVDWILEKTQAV
Runt-SMMHC FRET – Runt domain-CBFb-SMMHC interaction inhibition; AID 1434; 220,000 compounds, 0.74% hits; Cerulean-Runt/Venus-CBFb-SMMHC FRET ratio 530/480, 1 h; inhibition, % at 20 µM;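 active = mean inhibition across duplicate retests at 20 µM reaching about 50%, limit read from the data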;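 also: 0% = DMSO wells and 100% = wells with excess untagged CBFb-SMMHC; inhibitors lower the FRET ratio by blocking Runt binding to CBFb-SMMHC; some results filed as inactive read as strong as hits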
Hck Nef HTS – blocks Nef-activated human Hck kinase | P08631 | Recombinant Hck-YEEI plus Nef, Z-Lyte FRET kinase assay | inhibition, % at 20 µM | 220,000 compounds, 0.68% hits | AID 463187;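 active = Hck-Nef kinase inhibition above about 50%, limit read from the data; inactive = inhibition below that limit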;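 also: 0% = DMSO with Hck plus Nef and 100% = Hck alone without Nef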
An asterisk follows results filed as active; x = not tested or not shown; [ ] = dose if it differs, or a comment.

SMILES	KLK5 inh	Wee1 stabilizer	FXIIa inh 1536	14-3-3 Bad PPI	Runt-CBFb FRET	Thrombin inh	FXIa inh	Runt-SMMHC FRET	Hck Nef HTS
CCN(CC)C(=O)CN(c1cc2c(cc1OC)oc1ccccc12)S(=O)(=O)c1ccccc1	-14	0	13	-14	-2	-1	4	1	3
Oc1ccc(/C=C/c2ccc3ccccc3n2)cc1	5	-5	9	7	-32	-12	3	-52	-3
CCCCC(O)(C(NC=O)C(=O)OC)C(F)(F)F (stereo not drawn)	-1	-2	8	-14	3	4	1	1	1
CCOC(=O)Cn1c2c(c(=N)c3c1CCC3)CCCC2	-13	0	15	-15[fluorescence artefact?]	1	-5	2	3	12
O=C(O)c1ccccc1CSc1ncn[nH]1	-8	3	8	4	0	3	0	-4	-22
CCC(C)(C)C1CCC(=NNC(=S)Nc2cccnc2)CC1 (stereo not drawn)	-6	1	11	-29	-2	-6	0	-1	24
COc1ccc(NC(=O)c2c([N+](=O)[O-])c(C(C)(C)C)nn2C)cc1	1	5	2	1	-1	-3	0	1	16
CS(=O)(=O)c1nc(-c2ccc(Br)cc2)cc(-c2ccccc2)c1C#N	8	-2	12	1	-3	-2	1	-2	-7
COc1cccc(CN(C)CC(=O)Nc2sc3c(c2C#N)CCC3)c1	4	5	10	-5	-3	1	4	-2	7
Cc1c(NC(=O)C(C)N2C(=O)NC3(CCC(C)CC3)C2=O)c(=O)n(-c2ccccc2)n1C (stereo not drawn)	0	0	12	3	-1	-1	2	-2	-10
O=C(c1cn(-c2ccccc2)nc1-c1cccs1)N1CCN(c2ccccc2)CC1	-5	6	4	2	-1	-3	-6	-2	0
O=C1OCC2=C1C(c1ccc(F)cc1)c1cc3c(cc1N2)OCO3 (stereo not drawn)	-13	1	2	-8	-1	-9	-6	2	15
Cc1ccc(-c2csc3nc(C(C)C)oc(=O)c23)c(C)c1	35	1	17	-6	2	18	27	2	-29
COc1ccc(NC(=S)NNC(=O)Cn2nc(C(F)F)cc2C(F)F)cc1	-87	-2	-1	-25	1	-8	-6	-2	-1
Cc1cccc(OC(=O)c2ccc3nccnc3c2)c1	-4	0	15	1	-3	0	6	0	-21
CN(Cc1ccccc1)S(=O)(=O)c1ccc(Cl)c(C(=O)NCc2ccc3c(c2)OCO3)c1	-11	5	5	-8	1	-8	1	6	5
O=C1Nc2ccccc2/C1=N\c1sc2c(c1C(=O)Nc1ccccc1)CCCC2	-6	-1	10	-6	11	-6	0	2	-4
OC1(Cc2ccn[nH]2)CCCCC1	-19	2	-1	2[fluorescence artefact?]	-1	0	-1	33	1
CN(C)C=Nc1ncc2c([nH]c3ccccc32)c1C#N	3	-1	6	13[fluorescence artefact?]	0	2	5	-8	-2
COc1ccc(Cl)cc1C(=O)NCc1ccco1	-5	-3	0	-4	3	-8	-6	-4	14

The listing continues.
SMILES	KLK5 inh	Wee1 stabilizer	FXIIa inh 1536	14-3-3 Bad PPI	Runt-CBFb FRET	Thrombin inh	FXIa inh	Runt-SMMHC FRET	Hck Nef HTS
COc1cccc(OC)c1C(=O)Nc1cc(C)on1	1	-1	11	0	-1	-7	-5	1	0
CCOc1cc(N2CCOCC2)c(OCC)cc1NC(=O)CCC1CCCC1	3	-2	-17	-4	-5	4	1	0	-2
CCC(c1nnnn1Cc1ccc(F)cc1)N1CCN(C)CC1 (stereo not drawn)	-19	-1	1	-10	2	0	-21	2	-2
O=C(NCc1ccc(F)cc1)c1ccc(CS(=O)(=O)Cc2ccc(F)cc2)o1	7	-3	12	0	0	4	4	2	-2
O=c1c(Cl)c(N2CCN(S(=O)(=O)c3ccccc3)CC2)cnn1-c1ccccc1	-13	0	15	-8	-7	-8	7	-1	6
COc1ccc(NS(=O)(=O)c2cccc(-c3nnc4n3CCCCC4)c2)cc1	-13	-1	19	1	-4	3	-1	3	0
Oc1ccc(/C=N/n2c3ccccc3c3ccccc32)cc1	-16	1	9	2	4	-1	2	-2	3
O=C(NC(=O)c1c(Cl)cccc1Cl)Nc1ccc(Oc2cccnc2)nc1	4	0	7	3	2	0	13	1	14
CC1CCCC(C)N1CC(O)COCC1COc2ccccc2O1 (stereo not drawn)	-12	-3	17	7	-2	5	8	-3	0
CCOc1ccc(-c2nc(-c3cccnc3)no2)cc1	1	-2	3	2[fluorescence artefact?]	1	-6	2	2	0
Cc1cc(Cl)ccc1OCCCC(=O)OCC(=O)c1c(N)n(C)c(=O)n(C)c1=O	7	-1	7	5	-6	-2	7	-3	4
CCOC(=O)c1cnc2nc(SC)nn2c1N	6	0	14	0	-1	-2	0	1	29
COC(=O)C1=C(C)N(CCc2ccc(OC)c(OC)c2)C(=O)/C1=C\N(C)C	-10	3	14	-9	0	-3	5	-4	1
O=C(Oc1ccc(/C=N/Nc2nc(N3CCCCC3)nc(N3CCCCC3)n2)cc1)c1ccco1	-2	1	9	-7	x	-10	-1	x	19
COc1ccc(S(=O)(=O)N(C)CC(=O)Nc2ccccc2C(F)(F)F)cc1	4	-3	-8	-2	-2	-18	1	-4	13
Cn1ncc(S(=O)(=O)Cc2ccccc2)c(Cl)c1=O	1	5	4	23	29	0	12	47	-49
CCOc1ccccc1N(CC(=O)Nc1ccccc1C(=O)OC)S(C)(=O)=O	-3	-1	11	x	-3	1	5	-1	4
COc1ccc(C2/C=C\CN(C(=O)c3ccc(C)cc3)CC(=O)N2Cc2ccc(F)cc2)cc1 (stereo not drawn)	0	x	6	-4	-2	-1	-1	3	30
c1ccc(-c2nnc3ccc(N4CCC5(CC4)OCCO5)nn23)cc1	-4	2	6	4	-2	-2	1	1	2
CCc1c(C(=O)OCc2ccccc2)[nH]c(C)c1C	-3	2	4	-1	-3	-5	-3	2	3

(continued)
Second line of a record – KLK5 inh | Wee1 stabilizer | FXIIa inh 1536 | 14-3-3 Bad PPI | Runt-CBFb FRET | Thrombin inh | FXIa inh | Runt-SMMHC FRET | Hck Nef HTS
> CC(C)CC(=O)c1c[nH]c(C(=O)NCCCn2ccnc2)c1
 : -19 | 0 | 18 | -1 | 1 | 5 | 5 | -2 | 0
> CC(=O)N=C(N)Sc1nc2ccccc2[nH]1
 : -22 | 4 | 5 | 16 | -1 | -4 | 4 | -2 | 0
> CCN(C(=O)CSc1nnc2ccccn12)C1CCS(=O)(=O)C1 (stereo not drawn)
 : -5 | 3 | 9 | -3 | 6 | 2 | -2 | -2 | 5
> CCc1nn(-c2cc(Cl)ccc2OC)c2c1C(=O)CCC2
 : 8 | -2 | -3 | 8 | -2 | -8 | -10 | 2 | 2
> CCOC(=O)N1CCC(NC(=O)CCC(=O)c2ccccc2)CC1
 : -12 | 1 | 18 | 1 | 1 | -6 | 8 | 0 | -1
> CC(=O)Oc1c(-c2ccco2)oc2ccccc2c1=O
 : -9 | 0 | 2 | 7 | 20 | 3 | -2 | 92* | -118
> O=C(Nc1c[nH]c(=O)[nH]c1=O)c1ccc([N+](=O)[O-])cc1
 : -1 | 0 | 7 | -19 | 3 | 0 | 4 | 1 | 39
> CCOC(=O)c1ccc(Nc2nc(C)cc(=O)[nH]2)cc1
 : -12 | -2 | 9 | -3 | 1 | -2 | -1 | -3 | -2
> Cn1c(CN2CCCCC2)nc2cc(NC(=O)c3ccc(F)cc3)ccc21
 : -5 | 0 | 6 | -8 | -4 | 0 | 1 | -1 | 1
> CC(=O)N1CN(S(=O)(=O)c2ccc(C)cc2)CC1C (stereo not drawn)
 : -5 | -1 | 9 | 14 | 1 | -9 | 0 | 1 | 3
> O=C(CSc1nc2ccccc2c(=O)n1CCCO)N1CCc2ccccc21
 : 15 | 0 | 12 | -1[fluorescence artefact?] | 2 | -12 | 1 | -3 | 0
> S=c1[nH]nc(-c2cccc(Cl)c2)n1/N=C/c1ccc(-c2ccccc2Br)o1
 : -10 | 1 | 12 | 17 | 1 | 3 | 2 | 2 | 58*
> CCOC(=O)c1nn(-c2ccc(OC)cc2)c(=O)c2c(N)scc12
 : -18 | 3 | 18 | -15 | 14 | -10 | -5 | 20 | 1
> Nc1ccc2nc(SCc3ccccc3F)sc2c1
 : -5 | 4 | 4 | -3 | 2 | -6 | -5 | -6 | 10
> CSC1=NCCN1C(=O)C12CC3CC(CC(C3)C1)C2
 : -7 | -3 | 2 | 2 | 0 | -6 | -9 | -2 | 14
> O=C(c1ccco1)N1CCN(C(=O)C2CCN(S(=O)(=O)c3cccs3)CC2)CC1
 : 0 | 0 | 10 | -1 | -7 | 4 | 2 | -4 | 1
> COc1ccc(-c2csc(NC(=O)CSc3nnc(Nc4ccccc4C)s3)n2)cc1
 : x | 6 | 6 | -19 | 1 | 1 | 1 | 2 | 26
> N/C(=N\OC(=O)c1cccc2ccccc12)c1ccccn1
 : -5 | 1 | 1 | 0 | -2 | -16 | -8 | -2 | 0
> CCOC(=O)c1ccc(NC(=O)CSc2nc(C)cc(=O)[nH]2)cc1
 : 2 | -1 | -18 | -4 | 4 | -8 | -4 | -3 | 3
> Cc1ccc(S(=O)(=O)N(C)Cc2nc(-c3ccncc3)no2)cc1
 : 4 | -1 | -4 | 5 | -2 | -8 | -7 | 3 | -1
> COc1ccccc1NC(=O)N1c2ccccc2NC(=O)CC1C (stereo not drawn)
 : -6 | -1 | 6 | -3 | -1 | -2 | 7 | 1 | 3
> CN(C)C(=O)C[n+]1cccc(/C=N/O)c1
 : -9 | -1 | -3 | -1[fluorescence artefact?] | -1 | -6 | -9 | 0 | -1
